BioA inh: blocks M. tuberculosis BioA enzyme activity. purified M. tuberculosis BioA enzyme, plate reader. inhibition, % at 9.99 µM. hit rate 0.096% among 360,000. AID 602481; in the data active = inhibition above about 40%; inconclusive = no clear call, values can overlap the other calls
Anthrax LF prot: anthrax lethal factor protease inhibition; multiplex microsphere protease cleavage assay, LF; AID 588501; P15917; inhibition, % at 10 µM; hit rate 0.12% among 360,000; note: plate controls were buffer without enzyme for full effect and enzyme alone for no effect
Target sequence (P15917 whole entry, looked up): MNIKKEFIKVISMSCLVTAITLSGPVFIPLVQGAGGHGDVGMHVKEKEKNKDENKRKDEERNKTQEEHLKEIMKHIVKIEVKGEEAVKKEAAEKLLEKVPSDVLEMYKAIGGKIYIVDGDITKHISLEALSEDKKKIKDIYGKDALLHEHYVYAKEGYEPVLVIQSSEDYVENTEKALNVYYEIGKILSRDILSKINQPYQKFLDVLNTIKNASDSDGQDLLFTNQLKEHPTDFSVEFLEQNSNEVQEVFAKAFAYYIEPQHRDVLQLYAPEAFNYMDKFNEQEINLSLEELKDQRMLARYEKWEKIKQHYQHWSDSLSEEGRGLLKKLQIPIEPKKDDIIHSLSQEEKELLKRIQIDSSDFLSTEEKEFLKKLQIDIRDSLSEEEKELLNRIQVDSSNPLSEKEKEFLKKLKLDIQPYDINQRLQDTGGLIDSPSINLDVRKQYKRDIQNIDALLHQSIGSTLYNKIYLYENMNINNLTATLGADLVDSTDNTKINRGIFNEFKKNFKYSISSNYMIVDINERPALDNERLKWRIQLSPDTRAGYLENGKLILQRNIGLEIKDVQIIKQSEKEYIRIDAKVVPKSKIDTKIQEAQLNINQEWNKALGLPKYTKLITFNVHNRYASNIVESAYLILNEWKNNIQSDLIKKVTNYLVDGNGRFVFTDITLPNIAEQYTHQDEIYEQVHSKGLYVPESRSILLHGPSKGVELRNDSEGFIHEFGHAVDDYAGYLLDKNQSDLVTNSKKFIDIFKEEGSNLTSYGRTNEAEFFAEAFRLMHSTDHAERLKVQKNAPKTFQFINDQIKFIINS
FadD28 binding: inhibitors of Mycobacterium tuberculosis FadD28 bisubstrate binding. FadD28 bisubstrate probe binding, fluorescence polarization. inhibition, % at 12.5 µM. hit rate 0.22% among 360,000. AID 588549; in the data active = inhibition above about 8.5%, passing the limit was not always enough; inconclusive = no clear call, values can overlap the other calls
GDH-TPI inh: inhibits GDH-TPI coupling enzymes, artifact for Mtb FBA screen | AID 588335 | GDH-TPI coupled enzyme counterscreen, NADH absorbance | hit rate 1.2% among 360,000 | inhibition, % at 4.8 µM; in the data active = inhibition above about 30%;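 note: 0% = DMSO wells and 100% = wells lacking the enzyme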
PfHsp40 yeast: compounds rescuing yeast from Plasmodium falciparum HSP40 toxicity; S. cerevisiae expressing PfHsp40, growth rescue, ATP luminescence; growth rescue, % at 12.5 µM; hit rate 0.68% among 340,000; in the data active = growth rescue above about 28%, passing the limit was not always enough; inconclusive = no clear call, values can overlap the other calls;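 note: yeast W303a lacking pdr1 and pdr3 grown in galactose medium; growth measured after three days at 30 °C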
UGM FP inh: inhibitors of M. tuberculosis UDP-galactopyranose mutase; AID 504406; purified UGM, fluorescence polarization probe displacement; P9WIQ1; hit rate 0.06% among 320,000; inhibition, % at 10 µM; in the data active = inhibition above about 10%, passing the limit was not always enough; inconclusive = no clear call, values can overlap the other calls
BoNT-F LC inh: inhibitors of Botulinum neurotoxin F light chain protease. Multiplex microsphere protease cleavage assay, flow cytometry. inhibition, % at 10 µM. hit rate 0.22% among 360,000. AID 588497; in the data active = inhibition above about 35%, passing the limit was not always enough; inconclusive = no clear call, values can overlap the other calls; note: plate controls were buffer without enzyme for full effect and enzyme alone for no effect
BoNT A protease: blocks Botulinum neurotoxin A light chain protease | AID 588499 | hit rate 0.17% among 360,000 | multiplex microsphere protease substrate cleavage, flow cytometry | inhibition, % at 10 µM; note: plate controls were buffer without enzyme for full effect and enzyme alone for no effect
Mtb FBA inh: inhibitors of M. tuberculosis fructose-bisphosphate aldolase | P9WQA3 | purified M. tuberculosis FBA, fluorescence read-out | inhibition, % at 1 µM | hit rate 2.3% among 360,000 | AID 588726; in the data active = inhibition above about 27%;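 note: 0% = vehicle and 100% = reference inhibitor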
Active calls of the source: *; ? = inconclusive; nt = no result given. Cut-off read from the data, not from the text of the source, unless noted: active = inhibition above about 30%; inconclusive = no clear call, values can overlap the other calls; inactive = below that. This is a random part of the collection; about 4.7% have a hit in one of these screens.

SMILES | BioA inh | Anthrax LF prot | FadD28 binding | GDH-TPI inh | PfHsp40 yeast | UGM FP inh | BoNT-F LC inh | BoNT A protease | Mtb FBA inh
Cc1cc(/C=N/NC(N)=S)c(C)n1-c1ccc(Cl)c(Cl)c1 | nt | -1 | -1.8 | 8 | 8.0 | 2.0 | -1 | -0.8 | -2
O=C(OCc1cccc([N+](=O)[O-])c1)c1ccncc1 | nt | 1 | -2.7 | 9 | -0.1 | 0.7 | -4 | -0.9 | -2
Cc1ccc(-c2noc(CSc3nnnn3-c3ccccc3)n2)cc1 | nt | 1 | -2.6 | 1 | -0.5 | 2.8 | 5 | 1.0 | 0
CC1=C(C(=O)OCc2ccccc2)C(c2cccc(F)c2)NC(=O)N1 (configuration not stated) | -1.1 | -8 | -1.2 | 10 | 0.7 | -2.9 | 9 | 0.1 | 1
CCC(=O)NC1(C(F)(F)F)C(=O)Nc2c1c(=O)n(C)c(=O)n2C (configuration not stated) | -1.4 | -2 | -3.5 | 5 | -1.1 | -0.2 | 0 | 0.4 | 0
CN(C)c1ccc(/C=N/NC(=O)CCc2c[nH]c3ccccc23)cc1 | nt | -1 | -1.2 | 14 | 0.9 | -1.5 | -3 | -0.2 | 15
Cc1c(S(=O)(=O)N2CCCC(C)C2)c(=O)n(C)c(=O)n1C (configuration not stated) | nt | 0 | -2.8 | 1 | 0.8 | -1.9 | -4 | 0.0 | 0
Cc1ccc(Cn2c(C(CO)Nc3nc(-c4ccc(F)cc4)cs3)nc3ccccc32)cc1 (configuration not stated) | -3.3 | -2 | 0.6 | 1 | 5.4 | 0.9 | 1 | -1.1 | 4
O=C(/C=C/c1cccc([N+](=O)[O-])c1)NCCSCc1ccc(Cl)cc1Cl | nt | -1 | -0.9 | -1 | 7.0 | 0.0 | -3 | 0.1 | 0
CC/C(=N\NC(=O)COc1ccc(Br)cc1)c1ccc(OC)c(OC)c1 | 12 | -4 | -5.5 | 11 | 3.1 | nt | -3 | -0.4 | -1
Cc1cccc(C(=O)n2cnnc2N)c1 | nt | -1 | -3.0 | 5 | -1.7 | 1.3 | -2 | 0.2 | -2
CC(Oc1ccc(Br)cc1)C(=O)N(Cc1ccccc1)c1c(N)n(Cc2ccccc2)c(=O)[nH]c1=O (configuration not stated) | 0.2 | -3 | 0.3 | 15 | nt | nt | -1 | 0.2 | 2
OC(CN1CCCCC1)c1ccc2c3c(cccc13)CC2 (configuration not stated) | -0.5 | -4 | -5.2 | 0 | -0.4 | nt | -2 | 0.3 | 0
CCc1nc2ccc(C(=O)N3CCN(C)CC3)cn2c1N(C)CCCc1ccccc1 | 1.5 | -8 | -2.6 | -1 | nt | nt | 1 | -0.1 | -2
CCN1C(=NCCCCO)N[C@@H](c2cccc(F)c2)C(C(=O)OC)=C1C | -0.7 | -4 | -0.9 | 5 | 0.2 | -2.1 | -8 | -0.3 | 5
COC(=O)C1C2CCC(C2)C1C(=O)OCC(=O)c1ccccc1 (configuration not stated) | nt | 1 | -0.4 | 4 | -0.4 | -0.2 | -1 | 0.1 | 1
COc1ccccc1C(=O)NC(=O)COC(=O)c1ccc(Br)o1 | nt | 2 | -1.3 | 0 | -0.6 | nt | 3 | 1.7 | 0
Cc1cccc(C)c1NC(=O)CSc1nnc(NC(=O)C2CC2)s1 | nt | -18 | nt | -3 | 2.2 | -3.6 | -16 | 0.5 | 4
Cc1cc(=O)[nH]c(N/N=C/c2ccc(-c3ccc([N+](=O)[O-])cc3)o2)n1 | -0.1 | 4 | -1.8 | -3 | -0.6 | 2.6 | 20 | 0.7 | 0
CC(C)(C)c1ccc(OCC(=O)NNC(=O)Cc2cccs2)cc1 | 0.3 | 1 | -3.7 | -3 | 1.6 | 1.3 | 1 | -0.2 | 1
COC(=O)c1cc(S(=O)(=O)Nc2cccc(OC)c2)cn1C | 1.1 | -6 | -1.8 | 2 | 0.5 | -0.7 | -6 | -0.3 | 0
Cc1cc(NC(=O)Cn2nc(-c3cccs3)ccc2=O)cc(C)c1Br | -1.9 | -8 | -4.4 | 8 | 1.2 | 2.1 | 5 | -2.1 | 0
COCCN1Cc2cccc(C(=O)Nc3ccc(S(=O)(=O)N4CCCCC4)cc3)c2C1=O | -4.7 | -5 | -0.2 | 30 | -0.6 | 0.8 | 4 | -0.7 | 0
CC(C)(C)OC(=O)C[C@H]1C/C=C\C[C@H](CC(=O)N[C@H](CO)Cc2ccccc2)C(=O)N2CCC[C@@H]2COC1=O | -2.8 | -1 | 2.0 | -1 | -1.1 | -2.7 | 0 | 0.1 | 10
CCCCN(CCCC)CCNC(=O)c1cn(CC)c2ccc(S(=O)(=O)N(C)C3CCCCC3)cc2c1=O | 7.9 | 0 | -3.6 | -5 | -0.1 | -1.5 | 2 | -0.4 | 0
Nc1nonc1-n1nnc(C(=O)N/N=C/c2ccoc2)c1-c1ccccc1 | -0.7 | 7 | -2.0 | 25 | 0.1 | -3.5 | 12 | -2.2 | -1
COc1ccc(-c2nnc(SCC(=O)O)n2Cc2ccccc2)cc1 | 8.1 | -2 | -1.6 | 7 | 0.3 | 2.4 | -7 | 0.8 | 2
Cc1ccc2c(c1C)OC(=O)CC2c1ccccc1 (configuration not stated) | -0.1 | -4 | -2.3 | 0 | 1.3 | 0.6 | 20 | 0.4 | 0
CN(CC(=O)Nc1cccc(C(F)(F)F)c1)Cc1ccccc1 | 2.2 | 0 | -4.7 | -5 | 1.9 | -2.4 | -1 | 1.2 | -9
CCOC(=O)c1c(NC(=O)CSc2c[nH]c3ccccc23)sc2c1CCC2 | -0.4 | -7 | -3.0 | 6 | 1.0 | -0.7 | -5 | -0.2 | -1
O=C(/C=C\c1ccco1)Nc1nc(-c2ccccc2)cs1 | nt | 0 | -5.6 | 10 | 0.3 | 1.4 | -5 | 0.0 | -2
COC(=O)c1cc(-c2ccc(S(=O)(=O)N3CCCCC3)cc2)c(C(F)(F)F)s1 | nt | -8 | -0.8 | -2 | 1.1 | 2.1 | ? | 1.0 | 3
Cc1cc(C)cc(Nc2c(F)c(F)c(F)c(F)c2C(=O)O)c1 | nt | -6 | -0.6 | 4 | 1.0 | 4.5 | 9 | -2.0 | 4
COc1cccc(CC2(CO)CCCN(Cc3ccc(C)s3)C2)c1 (configuration not stated) | nt | -1 | -4.2 | 5 | -0.6 | 1.6 | 1 | -0.1 | 2
CCCc1cc(C(=O)Nc2ccc(F)c(Cl)c2)no1 | -4.9 | 0 | -2.1 | 5 | 1.0 | 3.7 | 10 | 0.4 | 1
COc1cccc(N=Cc2c(O)n(-c3cccc(C)n3)c(=O)c3ccccc23)c1 | nt | 2 | -4.8 | 4 | 1.4 | -0.8 | 6 | -0.2 | 4

Profiles from above. Order of screens: BioA inh	Anthrax LF prot	FadD28 binding	GDH-TPI inh	PfHsp40 yeast	UGM FP inh	BoNT-F LC inh	BoNT A protease	Mtb FBA inh
CCC(=O)NC1(C(F)(F)F)C(=O)Nc2c1c(=O)n(C)c(=O)n2C (configuration not stated) as listed: -1.4	-2	-3.5	5	-1.1	-0.2	0	0.4	0
CCN1C(=NCCCCO)N[C@@H](c2cccc(F)c2)C(C(=O)OC)=C1C as listed: -0.7	-4	-0.9	5	0.2	-2.1	-8	-0.3	5

The list goes on:
SMILES | BioA inh | Anthrax LF prot | FadD28 binding | GDH-TPI inh | PfHsp40 yeast | UGM FP inh | BoNT-F LC inh | BoNT A protease | Mtb FBA inh
Cc1ccc(NC(=O)N2CCCC2C(=O)NCCc2ccccc2)cc1 (configuration not stated) | -0.8 | -3 | -2.5 | 4 | 0.2 | nt | -4 | 0.5 | 0
O=C(CN1CCCCC1)N=Nc1c(O)[nH]c2ccccc12 | nt | 3 | -3.6 | 8 | -1.0 | -4.3 | 2 | 1.0 | -1
O=C(NCc1ccc(F)cc1)c1cccc2c1C(=O)c1ccc(N3CCC(N4CCCCC4)CC3)cc1S2(=O)=O | -8.7 | 14 | -1.0 | 10 | nt | nt | -2 | 4.3 | -5
CCCNS(=O)(=O)c1ccc(CCC(=O)NCc2cccnc2)cc1 | nt | -8 | -0.2 | 2 | -0.2 | 0.1 | -10 | -0.9 | 0
CCCNC(=S)Nc1ccc(Oc2ccccc2)cc1 | 0.0 | -2 | -2.7 | 1 | 0.3 | -1.8 | -3 | -0.2 | 0
Cc1[nH]c2ccccc2c1C(=O)COC(=O)c1c(-c2ccccc2Cl)noc1C | -1.1 | 0 | -1.6 | 5 | 1.9 | -2.0 | -5 | 0.1 | -1
O=c1[nH]ncn1-c1ccccc1 | -0.8 | -7 | -2.1 | -5 | 0.7 | -0.9 | -4 | 0.1 | 1
O=C(O)c1ccc(NCc2nc3cc4ccccc4cc3[nH]2)cc1 | nt | -1 | -1.0 | 3 | -0.6 | nt | -8 | 0.0 | -2
CCCCn1nnnc1SCC(=O)Nc1cccc(C)c1 | -5.6 | 0 | 2.2 | 8 | 0.4 | -2.3 | -1 | -1.2 | 5
CCOC(=O)C1=C(C)NC(C)=C(C(=O)OCC)C1C | nt | 1 | -2.1 | 24 | -1.4 | 0.1 | -5 | 0.4 | 6
COC(=O)c1ccc(CO/N=C/c2ccc(OC)cc2)o1 | nt | 2 | -1.3 | 5 | 1.1 | -0.2 | 0 | 0.7 | 9
COc1ccccc1NC(=O)CSc1nnc2ccc(-c3ccccn3)nn12 | -0.2 | 8 | -2.2 | 6 | 0.0 | 1.6 | 11 | 5.4 | 3
CCN(CC)C(=O)c1nc[nH]c1C(=O)N(CC)CC | -0.3 | 6 | -1.8 | -1 | -1.8 | -2.8 | 4 | -0.3 | -3
CSc1ccccc1NC(=O)c1cc(-c2ccco2)on1 | 3.5 | -2 | -3.6 | -2 | -1.0 | 3.1 | 6 | -0.1 | -3
COC(=O)COc1cccc(NC(=O)c2ccc(Cl)cc2)c1 | nt | 5 | -5.5 | 1 | 3.3 | -1.1 | -2 | -0.5 | -1
O=C(Nc1cccc2ccccc12)OCc1ccccc1 | 0.7 | 4 | -2.1 | 5 | -1.5 | nt | -3 | -0.3 | 0
CCn1cc(CN2CCN(Cc3cccc(OC)c3)C(CCO)C2)c(C)n1 (configuration not stated) | nt | 0 | -3.1 | -1 | 0.6 | 0.1 | 3 | 0.1 | 1
Oc1nc(Nc2ccc(Cl)cc2Cl)sc1/C=C1\C=Nc2ccccc21 | nt | -1 | 4.8 | 5 | -0.4 | 0.0 | -7 | 0.4 | -1
O=Cc1ccc(Oc2ncccn2)cc1 | nt | -2 | -2.6 | 4 | -0.1 | -1.0 | 0 | 0.1 | -1
CCCCOCCCNS(=O)(=O)Cc1ccccc1 | 0.1 | 2 | -2.6 | 17 | 0.4 | -1.8 | -10 | 3.3 | 3
c1ccc(Cc2noc(CN3CCN(C4CCc5ccccc5C4)CC3)n2)cc1 (configuration not stated) | nt | 3 | -2.0 | -4 | -1.0 | 3.9 | -2 | -0.4 | -4
CC(C)(Oc1ccc(Br)cc1Cl)C(=O)Nc1ccon1 | 25 | -1 | -0.8 | 1 | -0.6 | 0.5 | 5 | 3.8 | 1
CC(NCc1ccc(-c2ccccc2)cc1)C(O)c1ccccc1 (configuration not stated) | -1.5 | -1 | -6.4 | -11 | -0.5 | 0.4 | -3 | -0.1 | 0
CCC(C)NC(=O)C1CCN(S(=O)(=O)N2CCCC2)CC1 (configuration not stated) | 0.2 | -2 | -1.0 | 2 | 5.2 | 0.8 | 0 | 0.1 | 0
O=C1CC(SCc2nc3ccccc3[nH]2)C(=O)N1c1cccc(Cl)c1 (configuration not stated) | -0.4 | -7 | -6.5 | -4 | 2.0 | -1.8 | -16 | -0.7 | 2

Random excerpt: two entries already listed, in no set order.
SMILES | BioA inh | Anthrax LF prot | FadD28 binding | GDH-TPI inh | PfHsp40 yeast | UGM FP inh | BoNT-F LC inh | BoNT A protease | Mtb FBA inh
CC(NCc1ccc(-c2ccccc2)cc1)C(O)c1ccccc1 (configuration not stated) | -1.5 | -1 | -6.4 | -11 | -0.5 | 0.4 | -3 | -0.1 | 0
CCn1cc(CN2CCN(Cc3cccc(OC)c3)C(CCO)C2)c(C)n1 (configuration not stated) | nt | 0 | -3.1 | -1 | 0.6 | 0.1 | 3 | 0.1 | 1

Screening results: PubChem BioAssay, several laboratories
